# Compound activity deposited in PubChem BioAssay by National Center for Advancing Translational Sciences (NCATS).
# KCNH2 3.1 inh: qHTS for Inhibitors of KCHN2 3.1: Mutant qHTS. Potassium voltage-gated channel subfamily H member 2, brain isoform KCNH2 3.1 (human). U2OS KCNH2 3.1, thallium flux FluxOr; stronger effect = lower value. actives 0.95% (n = 340,000). activity change, % (tested at about 1.8 µM);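 active means maximum activity change below -70%; inconclusive means maximum activity change from -70% to -50%; inactive means maximum activity change above -50%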;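 further: thallium influx rate constant from kinetic fluorescence after stimulation buffer; on the % scale 0 is the no-effect control and ±100 the full control effect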
#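 U2OS cells transduced with KCNH2 3.1 mutant virus (1.77 x 10^8 /mL, 4 h), plated overnight at 37 C, loaded 45 min with FluxOr dye plus Red40 quencher. Thallium flux rate constant from kinetic reads after stimulation buffer, normalised to controls.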
# Menin-MLL TR inh: qHTS Assay for Inhibitors Targeting the Menin-MLL Interaction in MLL Related Leukemias: Competition With Texas Red Labeled MLL-derived Mutant Peptide | actives 0.23% (n = 270,000) | Menin + Texas Red MLL mutant peptide, fluorescence polarization | O00255 | AID 1768, 2009 | Potency, µM (top dose mostly 61.6 µM), inactives show at the top dose FP activity change, negative = inhibition, usual class: inhibitors; active means well fitted inhibition curve with a large enough effect in the polarisation, with a control signal flat, not every such curve was filed as active; inconclusive means small, poorly fitted or top-dose-only effect, or effect the other way, or a change in a side signal; inactive means no such curve, though single readings can be large or run the other way; the % refers to the polarisation; further: potency means the concentration at half of the fitted maximal effect; % of control where 0% means no effect; many of its hits are not listed in these tables
# GALK inhibitor: qHTS Assay for Inhibitors of Human Galactokinase (GALK) | actives 0.007% (n = 270,000) | Purified GALK, Kinase-Glo residual ATP luminescence | AID 1868, 2009 | Potency, µM (top dose mostly 57.5 µM), without a hit: at the top dose activity change, negative = inhibition, actives largely listed as inhibitors | P51570; further: potency means the concentration at half of the fitted maximal effect; on the % scale 0 is the no-effect control and ±100 the full control effect
#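 GALK at 5 nM final was combined with compound, 35 uM ATP and 100 uM galactose in HEPES pH8.0 with MgCl2 and DTT. The reaction ran one hour at room temperature before luminescent ATP detection.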
# PKM2 activator: qHTS Assay for Activators of Human Muscle isoform 2 Pyruvate Kinase | purified PKM2, Kinase-Glo ATP luminescence, activation; response scale: 0% is enzyme alone, no compound | Potency, µM (series often up to 57.5 µM), for the others: at the top dose activation, hits mostly activators | actives 0.34% (n = 260,000) | Pyruvate kinase PKM (Homo sapiens), P14618; further: potency means the concentration at half of the fitted maximal effect; on the % scale 0 is the no-effect control and ±100 the full control effect; nearly all actives have a fitted effect of over 55% in size
#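 hPK-M2, >95% pure; 0.1 mM ADP / 0.5 mM PEP final; imidazole pH7.2 buffer w/ 7 mM MgCl2, 50 mM KCl; 1 h RT; Kinase-Glo lum. Intermediate enzyme activity for dual inhibitor/activator qHTS.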
# USP2a block: qHTS Assay for Inhibitors of Ubiquitin-specific Protease USP2a Using CHOP2 as the Reporter. Potency, µM (doses to about 38.3 µM), for the others: top-dose activity change, negative = inhibition, most hits filed as inhibitors. USP2 core, Ub-CHOP2 coupled fluorogenic reporter, 485/531. Ubiquitin carboxyl-terminal hydrolase 2 (Homo sapiens), O75604. AID 463254, 2010. actives 0.01% (n = 330,000);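 further: potency means the concentration at half of the fitted maximal effect; plate controls were DMSO wells for no effect and full inhibition by NEM control for full effect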
# Target sequence (O75604 whole entry, looked up): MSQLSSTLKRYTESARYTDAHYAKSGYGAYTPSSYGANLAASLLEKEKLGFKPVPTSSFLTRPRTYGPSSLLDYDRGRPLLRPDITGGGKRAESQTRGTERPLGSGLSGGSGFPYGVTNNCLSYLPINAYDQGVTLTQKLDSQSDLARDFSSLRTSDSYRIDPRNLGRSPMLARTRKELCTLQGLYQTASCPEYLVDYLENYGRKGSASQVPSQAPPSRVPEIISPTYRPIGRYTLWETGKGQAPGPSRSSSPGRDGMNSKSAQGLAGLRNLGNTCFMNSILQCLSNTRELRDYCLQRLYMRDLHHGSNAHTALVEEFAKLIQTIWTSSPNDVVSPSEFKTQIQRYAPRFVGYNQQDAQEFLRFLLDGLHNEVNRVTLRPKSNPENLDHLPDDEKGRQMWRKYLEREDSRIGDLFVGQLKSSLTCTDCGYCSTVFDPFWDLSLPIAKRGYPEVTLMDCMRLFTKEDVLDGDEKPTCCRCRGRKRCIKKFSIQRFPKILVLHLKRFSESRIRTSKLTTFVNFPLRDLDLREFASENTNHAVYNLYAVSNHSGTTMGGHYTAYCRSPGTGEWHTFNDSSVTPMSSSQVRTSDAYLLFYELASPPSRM
#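 Cell-free coupled assay: 10nM USP2 core preincubated 30min RT with compound in Tris-HCl pH 8.0/CaCl2/CHAPS buffer, then 25nM Ub-CHOP2 and 25nM reporter substrate; fluorescence (Ex 485/Em 531) read after 60min RT, normalized to NEM inhibition, concentration-response curves fitted.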
# Giardia killer: Small Molecules that selectively kill Giardia lamblia: qHTS; Giardia lamblia trophozoite viability; activity change, % at 7.66 µM, hits read low; actives 0.15% (n = 340,000); AID 540267, 2011; in the data active means activity change below about -80%; inconclusive means between about -30% and that limit;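 further: parasites exposed to compound for two days anaerobically before the ATP read; on the % scale 0 is the no-effect control and ±100 the full control effect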
#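 Media and compound were dispensed first, then trophozoites at 100 cells/well; plates sat 48 hrs at 37 deg C without oxygen before ATP luminescence reagent was added and read after 15-30 min at room temperature.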
# hERG WT inh: qHTS for Inhibitors of KCHN2 3.1: Wildtype qHTS; Voltage-gated inwardly rectifying potassium channel KCNH2 (Homo sapiens), Q12809; U2OS, BacMam KCNH2, thallium flux FluxOr; stronger effect = lower value; activity change, % at 1.84 µM; actives 0.37% (n = 340,000);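 active means maximum activity change below -70%; inconclusive means maximum activity change between -70% and -50%; inactive means maximum activity change above -50%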; further: on the % scale 0 is the no-effect control and ±100 the full control effect
#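 U2OS cells transduced with wild-type KCNH2 virus are loaded with FluxOr dye for 45 min, and thallium flux is measured in kinetic reads before and after stimulation buffer. Rate constants are normalized to DMSO controls.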
# TRPV1 ag: HTS Assay for Compounds that Act as Agonists of the Vanilloid Receptor 1; TRPV1-expressing cells, Fluo-8 calcium influx, agonist mode; actives 0.19% (n = 320,000); activation, % at 8.33 µM; in the data active means activation above about 80%; inconclusive means between about 30% and that limit; further: 0% is about no effect
#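 Fluo-8 calcium influx in TRPV1-expressing cells, kinetic read (ex 480/em 520 nm). Compound added and read 3 min for agonist activity, followed by capsaicin at EC20 final and 2 min further read for enhancement.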
# B2AR arrestin: qHTS assay of beta-arrestin-biased ligands of beta2-adrenergic receptor. Beta-2 adrenergic receptor (Homo sapiens), P07550. beta-arrestin recruitment to beta2AR, cell-based reporter. Potency, µM (doses to about 46.1 µM), inactives show at the top dose activation, actives largely listed as activators. actives 0.02% (n = 330,000);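 further: potency means the concentration at half of the fitted maximal effect; 0% = DMSO controls and full agonism = EC100 isoproterenol or metaproterenol; nearly all actives have a fitted effect of over 65% in size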
# Target sequence (P07550 whole entry, looked up): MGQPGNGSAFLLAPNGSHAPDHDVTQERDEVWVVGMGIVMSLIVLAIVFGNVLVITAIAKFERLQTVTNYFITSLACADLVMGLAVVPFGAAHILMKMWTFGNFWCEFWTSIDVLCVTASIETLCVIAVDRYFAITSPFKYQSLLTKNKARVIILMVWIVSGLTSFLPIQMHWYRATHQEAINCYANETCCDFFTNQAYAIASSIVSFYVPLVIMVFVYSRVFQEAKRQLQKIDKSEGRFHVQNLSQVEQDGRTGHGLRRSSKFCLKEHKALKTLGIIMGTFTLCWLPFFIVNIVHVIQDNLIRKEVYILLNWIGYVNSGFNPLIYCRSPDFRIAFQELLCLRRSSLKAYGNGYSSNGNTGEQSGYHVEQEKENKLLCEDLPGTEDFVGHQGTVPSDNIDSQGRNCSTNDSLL
# CXXC DNA block: qHTS Fluorescence Polarization Assay for Inhibitors of MLL CXXC domain - DNA interaction. Histone-lysine N-methyltransferase 2A (Homo sapiens), Q03164. MLL-CXXC / FITC-HOXA9 DNA fluorescence polarization. Potency, µM (series often up to 115 µM), for the others: top-dose activity change, negative = inhibition, hits mostly inhibitors. actives 0.037% (n = 290,000). AID 2662, 2010; active means well fitted inhibition curve with a large enough effect in the polarisation, with a control signal flat, not every such curve was filed as active; inconclusive means small, poorly fitted or top-dose-only effect, or effect the other way, or a change in a side signal; inactive means no such curve, though single readings can be large or run the other way; the % refers to the polarisation; further: potency means the concentration at half of the fitted maximal effect
#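 Steps: dispense CXXC domain solution (7 uM) → pin compounds or unlabeled HOX-A9 DNA control → 5 min ambient → add FLSN-HOX-A9 solution (50 nM) → spin → 30 min ambient → fluorescence polarization. Tris pH 7.5/NaCl/DTT/BSA buffer.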
# Coupling enz: qHTS Assay for Inhibitors of Fructose-1,6-bisphosphate Aldolase from Giardia Lamblia: Coupling assay counterscreen; coupling enzyme system counterscreen, AmpLite Red fluorescence; activity change, negative = inhibition, % at 58.2 µM, hits read low; actives 0.67% (n = 290,000); AID 2472, 2010; in the data active means activity change below about -30%; further: on the % scale 0 is the no-effect control and ±100 the full control effect
#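 Activity here indicates interference with the coupling reaction, not aldolase inhibition. Compounds at 57.5 uM final met coupling enzymes for 10 min at RT; substrate and AmpLite Red detection followed, with a 525/598 nm fluorescence read after 20 min.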
# * = called active by the depositor; ? = inconclusive; / = no result given; [ ] = another dose, or the depositor's remark. Unless noted, the call rests on the fitted dose curve; in most records, active means well fitted curve in the direction sought with a large enough effect; inconclusive means small, poorly fitted or top-dose-only effect, or another doubt; inactive means no such curve, though single readings can be large; an effect the other way counts as inactive or inconclusive. An excerpt (hit frequency here may not be typical).
# Preview:
1	Cc1ccc(N(Cc2ccccc2)C(=O)c2cc(S(=O)(=O)N3CCOCC3)ccc2F)cc1
2	CN(C)c1ccc(CNC(=O)c2cc(S(=O)(=O)N3CCOCC3)cn2C)cc1

Screen / compound no. | 1 | 2
KCNH2 3.1 inh | -21 | 1
Menin-MLL TR inh | / | 9%
GALK inhibitor | / | /
PKM2 activator | / | 3%
USP2a block | 2% | 4%
Giardia killer | -4 | 2
hERG WT inh | 1 | -13
TRPV1 ag | 25 | 1
B2AR arrestin | -0.1% | -0.1%
CXXC DNA block | / | /
Coupling enz | / | 1

# This part in full, from the first entry:
1	Cc1ccc(N(Cc2ccccc2)C(=O)c2cc(S(=O)(=O)N3CCOCC3)ccc2F)cc1
2	CN(C)c1ccc(CNC(=O)c2cc(S(=O)(=O)N3CCOCC3)cn2C)cc1
3	COc1ccc(NC(=O)Nc2ccncc2)c(OC)c1
4	COc1ccc2sc(-c3ccccc3OC)c(C#CCCO)c2c1
5	O=C(OCC(=O)N1CCCC1)c1ccccc1OCc1ccccc1
6	Cc1cccc(NC(=S)N/N=C/c2c[nH]c3ccccc23)c1
7	COc1ccc(C(=O)COC(=O)CNC(=O)C2CCCCC2)c(OC)c1
8	COc1ccc(C(C)=O)cc1CSc1nnc(Nc2ccc(C)cc2)s1
9	COc1ccc(S(=O)(=O)N(CC(C)C)CC(C)C)c2cccnc12
10	CC(OC(=O)Cc1cccc(C(F)(F)F)c1)C(=O)Nc1ccc(Cl)cn1 (stereo not given)

Screen / compound no. | 1 | 2 | 3 | 4 | 5 | 6 | 7 | 8 | 9 | 10
KCNH2 3.1 inh | -21 | 1 | -7 | 31 | 10 | 5 | 8 | -3 | -4 | /
Menin-MLL TR inh | / | 9% | 4% | / | ? | ? | 17% | 9% | 0%[11.7 µM] | /
GALK inhibitor | / | / | 0% | / | 2% | -1% | -1% | / | 3% | 3%
PKM2 activator | / | 3% | -1% | / | 1% | -4% | 2% | -4% | -12% | 0%
USP2a block | 2% | 4% | -1% | -5% | -2% | -8% | 14% | 4% | 2% | 1%
Giardia killer | -4 | 2 | -2 | 26 | 5 | -13 | 5 | 9 | -15 | -4
hERG WT inh | 1 | -13 | -17 | -8 | -9 | 7 | 2 | -3 | 6 | 8
TRPV1 ag | 25 | 1 | 8 | 12 | 8 | -6 | -5 | 0 | / | 23
B2AR arrestin | -0.1% | -0.1% | 4.3% | -0.1% | -0.7% | -0.2% | -1.0% | 5.2% | 0.0% | -0.3%
CXXC DNA block | / | / | -4% | / | -1% | 14% | 1% | -8% | -2% | 15%
Coupling enz | / | 1 | -4 | / | -1 | 1 | -1 | -4 | 4 | /

# Entries of single compounds, quoted from the list. Values in the order: KCNH2 3.1 inh | Menin-MLL TR inh | GALK inhibitor | PKM2 activator | USP2a block | Giardia killer | hERG WT inh | TRPV1 ag | B2AR arrestin | CXXC DNA block | Coupling enz
# Cc1cccc(NC(=S)N/N=C/c2c[nH]c3ccccc23)c1 reads 5 | ? | -1% | -4% | -8% | -13 | 7 | -6 | -0.2% | 14% | 1
# COc1ccc(S(=O)(=O)N(CC(C)C)CC(C)C)c2cccnc12 reads -4 | 0%[11.7 µM] | 3% | -12% | 2% | -15 | 6 | / | 0.0% | -2% | 4

# Next compounds:
11	Cc1cccc(N2CC(C(=O)Nc3nc4ccc(S(C)(=O)=O)cc4s3)CC2=O)c1C (stereo not given)
12	CCOc1ccc(C2=CS/C(=C(\C#N)c3nnc4n3CCCCC4)N2CC)cc1
13	C(=N\Nc1nnnn1-c1ccccc1)/c1ccncc1
14	Cc1cccc(N2C(=O)C(Cl)=C(Nc3c(C)n(C)n(-c4ccccc4)c3=O)C2=O)c1C
15	CCC(=O)n1nc(-c2cccnc2)nc1NCc1cccs1
16	N#C/C(=C\C1CC=CCC1)c1nc2ccccc2[nH]1 (stereo not given)
17	CCN(CC)S(=O)(=O)c1cccc(C(=O)NC2=NCCS2)c1
18	CC1(C)CC(=O)C2=C(C1)NC(SCC(=O)Nc1ccccc1)=C(C#N)C2c1ccco1 (stereo not given)
19	O=C(CSc1nccc(=O)[nH]1)Nc1cc(C(F)(F)F)ccc1N1CCOCC1
20	Cc1ccc(CN(C(=O)c2sc3ccccc3c2Cl)C2CCS(=O)(=O)C2)cc1 (stereo not given)

Screen / compound no. | 11 | 12 | 13 | 14 | 15 | 16 | 17 | 18 | 19 | 20
KCNH2 3.1 inh | 26 | -2 | 10 | 4 | 9 | -7 | 0 | 3 | 24 | 6
Menin-MLL TR inh | 21% | -21% | 10% | 1% | -11% | 29% | -11% | 1% | / | 3%
GALK inhibitor | 4% | -1% | 1% | 1% | 0% | 0% | -2% | 0% | -2% | -2%
PKM2 activator | -5% | -1% | -5% | -3% | -6% | -14% | -4%[11.5 µM] | 7% | / | 0%
USP2a block | -1% | -1% | 1% | 2% | 1% | 2% | 1% | -1% | -3% | -1%
Giardia killer | -12 | 7 | 12 | 3 | 18 | -24 | -1 | 2 | -1 | -20
hERG WT inh | 4 | 9 | 15 | -9 | -5 | -5 | -1 | -4 | -2 | 1
TRPV1 ag | 1 | -3 | -3 | -2 | 9 | -1 | 0 | 0 | -3 | 0
B2AR arrestin | 0.0% | 0.2% | -1.1% | -0.8% | -0.3% | 0.4% | -0.6% | 0.2% | 0.4% | -1.1%
CXXC DNA block | 8% | 6% | -2% | 0% | 30%[activator] | 8% | 6% | -9% | 21% | 0%
Coupling enz | 0 | 0 | -2 | -1 | 4 | -14 | 0 | 0 | 9 | -1

# Quoted from the listing:
# Under Coupling enz, `CC1(C)CC(=O)C2=C(C1)NC(SCC(=O)Nc1ccccc1)=C(C#N)C2c1ccco1` (stereo not given) is entered as 0
# Under Coupling enz, `C(=N\Nc1nnnn1-c1ccccc1)/c1ccncc1` is entered as -2
# Under PKM2 activator, `CCC(=O)n1nc(-c2cccnc2)nc1NCc1cccs1` is entered as -6%
# Under PKM2 activator, `Cc1ccc(CN(C(=O)c2sc3ccccc3c2Cl)C2CCS(=O)(=O)C2)cc1` (stereo not given) is entered as 0%
